# C diff HTS – blocks growth of Clostridium difficile. 86,000 tested, 0.25% active. growth activity, negative = inhibition, % at 16 µg/mL (by protocol). Clostridium difficile clinical isolate growth, OD600, 24 h; hits give low values. AID 1259249;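 active means mean growth activity at or below -80% and every replicate also at or below -80%; inconclusive means mean at or below -80% but some replicate above -80%; inactive means mean growth activity above -80%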;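 further: 0% = DMSO wells and -100% = levofloxacin 16 µg/mL wells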
# Pf Dd2 growth – P. falciparum Dd2 growth inhibition. 94,000 tested, 2.3% active. SYBR Green, 72 h; hits give low values. activity change, % at 10 µM; in the data active means activity change below about -80%; inconclusive means no clear call, values can overlap the other calls
# T cruzi growth – T. cruzi proliferation inhibition; T. cruzi beta-gal in NIH3T3, GalScreen luminescence, 90 h; inhibition, % at 8.34 µM; 77,000 tested, 5.9% active;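 active means mean inhibition above about 93%, with at least 55% of replicates each passing it, limit read from the data, passing the limit was not always enough; inconclusive means only one of those two conditions holds; inactive means neither condition holds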
# KDM4C inh – blocks human GASC-1 (KDM4C) demethylase activity | inhibition, % at 12.5 µM | 96,000 tested, 0.15% active | Q9H3R0 | GST-KDM4C 2-372, H3K9me3 peptide, LANCE TR-FRET;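 active means mean replicate inhibition above about 25%, with at least 55% of replicates also reaching it, limit read from the data, passing the limit was not always enough; inconclusive means only one of those two conditions met; inactive means neither condition met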
# Target sequence (Q9H3R0 2-372 limits assumed): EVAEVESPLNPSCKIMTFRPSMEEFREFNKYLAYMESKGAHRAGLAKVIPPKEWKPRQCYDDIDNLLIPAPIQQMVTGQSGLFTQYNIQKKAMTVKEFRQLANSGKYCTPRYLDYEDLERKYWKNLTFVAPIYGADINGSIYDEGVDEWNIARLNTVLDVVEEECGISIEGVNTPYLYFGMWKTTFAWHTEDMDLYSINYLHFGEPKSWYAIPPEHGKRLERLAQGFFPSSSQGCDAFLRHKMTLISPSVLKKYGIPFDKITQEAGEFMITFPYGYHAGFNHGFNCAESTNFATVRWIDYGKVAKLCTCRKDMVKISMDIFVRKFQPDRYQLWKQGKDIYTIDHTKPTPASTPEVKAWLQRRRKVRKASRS
#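 System: N-terminal GST-fused human GASC-1 (KDM4C) fragment, residues 2-372; amount: enzyme final amount 10 nM; incubation: reaction 30 min RT, detection step 1 h RT; medium: HEPES buffer, pH 7.5, plus ascorbate; technique: LANCE TR-FRET, Eu antibody, ULight-streptavidin, EDTA, ex 340 nm, em 618/671 nm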
# Active calls of the source: *; ? = inconclusive; . = no result given; & = joins results of further samples.
SMILES,C diff HTS,Pf Dd2 growth,T cruzi growth,KDM4C inh
Cc1ccc(-c2ccc3c(c2)O[C@H](CN(C)C(=O)CC2CC2)[C@@H](C)CN([C@@H](C)CO)S3(=O)=O)cc1,2,-13,.,-1.3
C[C@H](CO)N1C[C@H](C)[C@H](CN(C)S(=O)(=O)c2ccc(F)cc2)Oc2c(NC(=O)C3CCOCC3)cccc2C1=O,-3,-8,21,1.1
C[C@@H]1CN([C@H](C)CO)C(=O)c2cc(/C=C/c3ccccc3)cnc2O[C@@H]1CN(C)C(=O)NC1CCCCC1,4,-46,.,-0.9
CN1CCN(C(=O)C[C@H]2CC[C@@H]3[C@H](COC[C@@H](O)CN3S(=O)(=O)c3cccc(Cl)c3)O2)CC1,.,1,-24,-0.5
C[C@@H]1CCCCO[C@H](CN(C)C(=O)Nc2ccc3c(c2)OCO3)[C@H](C)CN([C@@H](C)CO)C(=O)c2cc(NC(=O)Nc3cccc4ccccc34)ccc2O1,-2,-50,60,-1.7
CC(C)C#Cc1ccc2c(c1)O[C@@H](CN(C)C(=O)c1cccnc1)[C@@H](C)CN([C@H](C)CO)S2(=O)=O,-1,-13,47,4.5
C[C@@H]1CN([C@H](C)CO)C(=O)c2cc(-c3ccc(C#N)cc3)cnc2O[C@@H]1CN(C)C(=O)Nc1ccccc1,1,26,33,-2.0
C[C@@H]1CCCCO[C@@H](CN(C)Cc2ccccc2)[C@H](C)CN([C@H](C)CO)C(=O)c2cc(NC(=O)Nc3ccc(F)cc3)ccc2O1,8,-69,73,-0.9
C[C@@H]1CN([C@@H](C)CO)C(=O)c2cc(NC(=O)Cc3cn(C)c4ccccc34)ccc2O[C@H]1CN(C)S(=O)(=O)c1ccc(Cl)cc1,9,15,67,-0.2
C[C@H]1CN([C@@H](C)CO)C(=O)c2ccccc2-c2ccccc2CO[C@H]1CN(C)C(=O)Nc1ccc(F)cc1,-4,-40,56,1.5
CC(=O)N(C)C[C@H]1Oc2cc(C#Cc3ccccn3)ccc2S(=O)(=O)N([C@@H](C)CO)C[C@H]1C,-4,9,-41,-3.4
CCCNC(=O)N1CC(=O)N2[C@H](CO)[C@@H](c3ccc(C#Cc4ccc(F)cc4)cc3)[C@H]2C1,-3,-1,.,-0.6
COC(=O)c1ccc(CN2CC(=O)N3[C@H](CO)[C@@H](c4ccc(Br)cc4)[C@H]3C2)cc1,52,-10,.,0.3
C[C@@H]1CCCCO[C@@H](CN(C)C(=O)c2ccccc2)[C@H](C)CN([C@@H](C)CO)C(=O)c2cc(NS(=O)(=O)c3ccccc3)ccc2O1,.,8,-15,0.2
COCCNC(=O)C[C@@H]1C[C@H]2c3cc(NS(C)(=O)=O)ccc3O[C@H]2[C@H](CO)O1,0,0,-37,1.2
CC(=O)N1[C@H](CO)[C@H](c2ccc(C3=CCCC3)cc2)[C@@H]1CNC(=O)CC1CC1,-4,-1,.,-1.1
COc1ccc(NC(=O)N(C)C[C@H]2Oc3ccc(NS(=O)(=O)c4cn(C)cn4)cc3C(=O)N([C@@H](C)CO)C[C@@H]2C)cc1,-1,24,67,2.4
C[C@@H]1CN([C@H](C)CO)C(=O)c2cc(NS(=O)(=O)c3ccc(F)cc3)ccc2O[C@@H](C)CCCCO[C@H]1CN(C)C(=O)C1CCCCC1,-7,-61,?,-2.7
Cc1noc(C)c1NC(=O)N(C)C[C@H]1Oc2ccc(NC(=O)Nc3cccc4ccccc34)cc2CC(=O)N([C@H](C)CO)C[C@H]1C,-6,-2,-34,-0.6
C[C@H](CO)N1C[C@H](C)[C@@H](CN(C)Cc2cccnc2)Oc2ncc(C3=CCCC3)cc2C1=O,4,-15,.,1.2
C/C=C/c1ccc([C@@H]2[C@@H](CO)N3C(=O)CN(Cc4ccc(C)cc4)C[C@@H]23)cc1,0,5,.,-1.3
C[C@H](CO)N1C[C@H](C)[C@@H](CN(C)S(=O)(=O)c2cn(C)cn2)Oc2ccc(N(C)C)cc2CC1=O,3,-11,27,3.8
C[C@H](O)C#Cc1cnc2c(c1)C(=O)N([C@@H](C)CO)C[C@@H](C)[C@@H](CN(C)C(=O)c1ccccc1F)O2,3,.,-2,-0.4
C[C@H](CO)N1C[C@H](C)[C@H](CN(C)CC2CC2)Oc2c(NC(=O)Nc3ccccc3)cccc2C1=O,1,8,.,-1.4
COCC(=O)Nc1ccc2c(c1)OC[C@@H](C)N(Cc1cncnc1)C[C@@H](C)[C@H](OC)CN(C)C2=O,-7,13,.,2.0
SMILES,C diff HTS,Pf Dd2 growth,T cruzi growth,KDM4C inh
CN(C)c1ccc2c(c1)[C@H]1C[C@H](CC(=O)NCc3ccccc3)O[C@@H](CO)[C@H]1O2,.,3,22,36*
COc1ccccc1NC(=O)N[C@@H]1CC[C@@H](CCn2cc(-c3cccnc3)nn2)O[C@@H]1CO,.,-17,5,2.9
C[C@H](CO)N1C[C@H](C)[C@@H](CN(C)S(=O)(=O)c2cccs2)Oc2c(cccc2N(C)C)C1=O,2,-3,31,.
C[C@@H]1CN([C@H](C)CO)C(=O)c2cc(C#Cc3ccc(F)cc3)cnc2O[C@@H]1CN(C)CC1CCOCC1,7,-66,3,-0.8
C[C@H](CO)N1C[C@H](C)[C@@H](CN(C)C)Oc2cc(C#Cc3ccc(F)cc3)ccc2S1(=O)=O,0,15,-176,-2.7
COc1ccccc1-c1ccc2c(c1)O[C@@H](CN(C)S(=O)(=O)c1ccccc1)[C@H](C)CN([C@@H](C)CO)S2(=O)=O,5,?,98*,.
C[C@H](CO)N1C[C@H](C)[C@H](CN(C)Cc2ccccc2)Oc2ccc(NS(=O)(=O)c3ccc(F)cc3)cc2C1=O,3,-47,43,0.4
C[C@H](CO)N1C[C@H](C)[C@@H](CN(C)C(=O)NC2CCCCC2)Oc2c(NC(=O)c3nc4ccccc4s3)cccc2C1=O,.,-49,-117,-1.0
C[C@@H]1CN([C@H](C)CO)C(=O)c2cc(/C=C/c3ccccc3)cnc2O[C@H]1CN(C)S(=O)(=O)c1ccc(F)cc1,-1,-22,18,1.3
CN1C(=O)c2cc(NS(C)(=O)=O)ccc2OC[C@H]2O[C@H](CC(=O)O)CC[C@H]21,-2,2,-14,-1.0
O=C(C[C@H]1CC[C@@H]2[C@H](COC[C@H](O)CN2S(=O)(=O)c2ccc(F)cc2)O1)NCC1CCCCC1,94&-18,.,57,-1.0
C[C@H]1CN([C@@H](C)CO)C(=O)Cc2cc(N(C)C)ccc2O[C@@H]1CN(C)Cc1ccc(Oc2ccccc2)cc1,2,-10,115*,0.3
CC(=O)N1[C@@H]2c3ccc(-c4ccc(F)cc4)c(=O)n3C[C@@H]2[C@@H](CO)[C@@H]1C(=O)N(C)C,2,12,70,-1.4
C[C@H]1CN([C@@H](C)CO)C(=O)Cc2cc(NS(=O)(=O)c3cn(C)cn3)ccc2O[C@@H]1CN(C)Cc1ccncc1,9,2,.,0.3
Cc1ccc(S(=O)(=O)N(C)C[C@H]2Oc3ccc(NS(=O)(=O)c4cn(C)cn4)cc3C(=O)N([C@@H](C)CO)C[C@@H]2C)cc1,.,22,8,5.8
COc1ccc2c3c(n(C)c2c1)[C@H](CO)N(Cc1nccs1)CC31CCN(C(C)=O)CC1,9,-2,.,-1.8
C[C@@H]1CN([C@@H](C)CO)C(=O)CCCn2nncc2CO[C@H]1CN(C)C(=O)Nc1cccc(Oc2ccccn2)c1,-1,7&-11,-17&20,-0.6
CN1C(=O)c2cc(NC(=O)Nc3ccc(Cl)cc3)ccc2OC[C@@H]2O[C@H](CC(=O)NCCN3CCCCC3)CC[C@H]21,15,-71,-5,-0.3
CN(C)CC(=O)Nc1ccc2c(c1)[C@H]1C[C@H](CC(=O)NCC3CC3)O[C@H](CO)[C@H]1O2,2,12,-21,0.5
O=C(Nc1ccccc1)N[C@H]1CC[C@@H](CCn2cc(C3(O)CCCC3)nn2)O[C@H]1CO,-4,12,31,1.3
CCCNC(=O)Nc1ccc2c(c1)C(=O)N(C)C[C@H](OC)[C@@H](C)CN(CCC(F)(F)F)[C@H](C)CO2,.,.,38,0.7
C[C@H]1CN([C@@H](C)CO)C(=O)CCCn2cc(nn2)CO[C@H]1CN(C)C(=O)c1ccc(N2CCN(C)CC2)cc1,-1,-6,?,1.4
C[C@H]1CN([C@@H](C)CO)C(=O)c2cc(C#CC3CCCCC3)cnc2O[C@@H]1CN(C)Cc1ccncc1,.,-3,35,4.1
C[C@@H]1CN([C@H](C)CO)C(=O)c2cccc(NC(=O)CCCCCC(=O)Nc3ccccc3N)c2O[C@H]1CN(C)Cc1ccncc1,-3,-19,.,-0.3
Cc1ccc(S(=O)(=O)Nc2ccc3c(c2)CC(=O)N([C@H](C)CO)C[C@H](C)[C@@H](CN(C)S(C)(=O)=O)O3)cc1,6,14,24,0.9

# Complete entries from above:
# O=C(Nc1ccccc1)N[C@H]1CC[C@@H](CCn2cc(C3(O)CCCC3)nn2)O[C@H]1CO is entered as C diff HTS = -4; Pf Dd2 growth = 12; T cruzi growth = 31; KDM4C inh = 1.3
# C[C@H](CO)N1C[C@H](C)[C@H](CN(C)Cc2ccccc2)Oc2ccc(NS(=O)(=O)c3ccc(F)cc3)cc2C1=O is entered as C diff HTS = 3; Pf Dd2 growth = -47; T cruzi growth = 43; KDM4C inh = 0.4

# Other records follow:
SMILES,C diff HTS,Pf Dd2 growth,T cruzi growth,KDM4C inh
C[C@@H]1CCCCO[C@H](CN(C)C(=O)Cc2ccccc2)[C@H](C)CN([C@H](C)CO)C(=O)c2cc(NS(C)(=O)=O)ccc2O1,-1,-45,63,1.5
Cn1cnc(S(=O)(=O)N2C[C@@H](O)COC[C@H]3O[C@@H](CC(=O)NCc4cc(F)cc(F)c4)CC[C@@H]32)c1,.,8,-31,-0.3
Cc1noc(C)c1S(=O)(=O)Nc1ccc2c(c1)C(=O)N([C@@H](C)CO)C[C@@H](C)[C@@H](CN(C)C(=O)Nc1ccc(C(F)(F)F)cc1)OCCCC[C@H](C)O2,3,-82*,107,?
CCC(=O)N(C)C[C@H]1Oc2ncc(-c3cccc(OC)c3)cc2C(=O)N([C@H](C)CO)C[C@@H]1C,0,6,-2,-2.3
C[C@H]1CN([C@@H](C)CO)C(=O)c2cccc(NC(=O)Nc3cccc4ccccc34)c2O[C@H]1CN(C)S(=O)(=O)c1cn(C)cn1,-3,-4,-100,-0.8
Cc1cc(C(=O)Nc2cccc3c2O[C@@H](CN(C)Cc2ccc(C(=O)Nc4ccccc4N)cc2)[C@@H](C)CN([C@@H](C)CO)C3=O)n(C)n1,-5,-78,101*,-0.4
COCC(=O)Nc1ccc2c(c1)C(=O)N(C)C[C@H](OC)[C@@H](C)CN(C(C)=O)[C@H](C)CO2,3,-5,27,-2.5
COc1cc(CN2CC3(CN(S(=O)(=O)c4cccs4)C3)c3c(n(C)c4cc(OC)ccc34)[C@@H]2CO)cc(OC)c1,-87*,-61,.,-2.2
CNC[C@H]1Oc2ccc(NC(=O)Nc3c(C)noc3C)cc2C(=O)N([C@H](C)CO)C[C@@H]1C,-1,6,5,-0.2
Cc1ccccc1NC(=O)Nc1ccc2c(c1)C(=O)N(C)[C@@H]1CC[C@H](CC(=O)NCC3CC3)O[C@@H]1CO2,0,4,-3,-1.6
O=C(O)C[C@@H]1C[C@@H]2c3cc(NC(=O)Nc4ccc(C(F)(F)F)cc4)ccc3O[C@@H]2[C@@H](CO)O1,-2,12,-70,34*
C[C@H](CO)N1C[C@H](C)[C@@H](CN(C)C(=O)Nc2ccc(F)cc2)Oc2ncc(C#CC3CC3)cc2C1=O,-2,-4,55,-1.1
C[C@@H]1CN([C@H](C)CO)S(=O)(=O)c2ccc(-c3ccc(F)cc3)cc2O[C@H]1CN(C)C(=O)C1CC1,-14,8,-174,-1.3
O=C(C[C@H]1C=C[C@H](NC(=O)c2ccncc2)[C@@H](CO)O1)NCCc1ccncc1,2,.,.,1.2
O=C(Nc1ccc2c(c1)[C@H]1C[C@H](CC(=O)N3CCOCC3)O[C@H](CO)[C@H]1O2)Nc1ccccc1F,-8,1,-13,-0.1
COc1cccc(S(=O)(=O)N(C)C[C@H]2Oc3cc(C4=CCCCC4)ccc3S(=O)(=O)N([C@@H](C)CO)C[C@@H]2C)c1,8,-37,.,-1.6
COC(=O)[C@@H]1[C@@H](CO)[C@@H]2Cn3c(ccc(C4=CCCC4)c3=O)[C@@H]2N1CC1CCOCC1,-1,.,-2,11

# An excerpt from above, reduced to Pf Dd2 growth, KDM4C inh and C diff HTS.
structure	Pf Dd2 growth	KDM4C inh	C diff HTS
O=C(C[C@H]1C=C[C@H](NC(=O)c2ccncc2)[C@@H](CO)O1)NCCc1ccncc1	.	1.2	2
CCC(=O)N(C)C[C@H]1Oc2ncc(-c3cccc(OC)c3)cc2C(=O)N([C@H](C)CO)C[C@@H]1C	6	-2.3	0
COc1cc(CN2CC3(CN(S(=O)(=O)c4cccs4)C3)c3c(n(C)c4cc(OC)ccc34)[C@@H]2CO)cc(OC)c1	-61	-2.2	-87*
Cn1cnc(S(=O)(=O)N2C[C@@H](O)COC[C@H]3O[C@@H](CC(=O)NCc4cc(F)cc(F)c4)CC[C@@H]32)c1	8	-0.3	.
Cc1ccccc1NC(=O)Nc1ccc2c(c1)C(=O)N(C)[C@@H]1CC[C@H](CC(=O)NCC3CC3)O[C@@H]1CO2	4	-1.6	0

# High-throughput results as filed in PubChem.
